# SRC1 TRFRET art: TR-FRET artefact, counter-screen to PPARgamma/SRC-1 agonist assay; TR-FRET detection artefact counter-screen, emission ratio; hits give high values; AID 1051; hit rate 0.34% among 99,000; TR-FRET ratio at 8 µM; in the data active = TR-FRET ratio above about 2300; note: inactives centre near 1800; reference of the scale not given here
# SRC3 TRFRET art: counter-screen for PPARgamma SRC-3 recruitment agonists: TR-FRET artefact. PPARgamma/SRC-3 format; hits give high values. TR-FRET ratio at 8 µM. hit rate 0.39% among 99,000. AID 1048; in the data active = TR-FRET ratio above about 2000; note: inactives centre near 1600; reference of the scale not given here
# * = called active by the depositor.
SMILES,SRC1 TRFRET art,SRC3 TRFRET art
CC(C)(C)c1ccc(C(=O)NC(=S)Nc2nc3c(s2)CCCC3)cc1,1767,1614
COCC(=O)NNC(=O)c1ccccc1OC,1953,1534
CCOC(=O)C1CCCN(C(=O)c2cc3cc(Br)ccc3oc2=O)C1 (centres undefined),1677,1547
O=C(C1=NN[C@@H]2C(=O)N(c3cccc(C(F)(F)F)c3)C(=O)[C@H]12)C(c1ccccc1)c1ccccc1,2010,1539
O=C(Cn1c(COc2ccccc2)nc2ccccc21)Nc1cc(Cl)c(Cl)cc1Cl,1688,1512
CCOC(=O)N1CCN(C(=O)COc2ccc([N+](=O)[O-])cc2)CC1,1607,1316
CC(C)c1csc(CN2CCCC(CCC(=O)NCc3ccccc3F)C2)n1 (centres undefined),1696,1866
O=C(COC(=O)c1cc(-c2cccnc2)nc2ccccc12)Nc1ccc(F)cc1F,1777,1482
CCO[C@@H]1OC(C(=O)N2CCN(Cc3ccc4c(c3)OCO4)CC2)=C[C@H](c2ccc(Br)cc2)[C@H]1CCCO,1736,1539
CC(C)c1c(O)cc(-c2ccncc2)n(-c2ccc(Cl)cc2)c1=O,2090,1650
O=C(O)c1cccc(N2C(=O)c3cccc4c(Cl)ccc(c34)C2=O)c1,1801,1521
CC(C(=O)Nc1ccccc1Oc1ccccc1)c1ccccc1 (centres undefined),1711,1520
Cc1ccc(OCCn2c(=S)[nH]c3c(N)ncnc32)cc1,1495,1475
CCNC(=S)Nc1ccccc1-c1ccccc1,1506,1523
CN1CCCN(C(=O)C2CCCCC2)CC1,1876,1631
CCOc1ccc(OCC)c(NC(=O)C2CCCN(c3nc(C)cc(C)n3)C2)c1 (centres undefined),2013,1540
COc1ccc(F)cc1S(=O)(=O)n1nnc2ccccc21,1553,1498
O=C(CC12CC3CC(CC(Br)(C3)C1)C2)NC1=NCCS1,1802,1734
O=C(CSc1nnnn1C1CCCC1)N1CCOCC1,1645,1575
Cc1ccc[n+](Cc2ccc([N+](=O)[O-])cc2)c1,1503,1775
O=C(Nc1ccc(NC(=O)c2cc([N+](=O)[O-])ccc2N2CCOCC2)cc1)c1cccs1,1779,1494
CCc1cc2c(=O)c(-c3nc4ccccc4n3C)c(CCCC(=O)O)oc2cc1OC(=O)C(C)(C)C,1808,1562
Cn1nc(-c2ccccc2)c2ncc(C(F)(F)F)cc21,2211,1578
Cc1ccc(NC(=O)CCS(=O)(=O)c2ccccc2)cc1S(=O)(=O)N1CCOCC1,1916,1537
Cc1cc(NC(C)C)n2c(nc3ccccc32)c1C#N,1798,1520
C=CCn1nnnc1-c1cccc(Cl)c1,1760,1603
Cc1cc(C)n2c(SCc3nnc(-c4cccs4)o3)nnc2n1,1676,1379
N#CC1=C(N)Oc2ccc3ccccc3c2C1c1cccnc1 (centres undefined),1751,1538
Nc1ccnn1Cc1cccs1,1668,1660
Cc1ccc(S(=O)(=O)NCC(=O)OCC(=O)N2N=C(c3ccc(Cl)cc3)CC2c2ccco2)cc1C (centres undefined),2095,1607
CCOc1ccc2nc(N3CCCC(C(=O)NCCCN4CCOCC4)C3)sc2c1 (centres undefined),1981,1840
Cc1cc(NC(=O)C2Oc3ccccc3OC2C)no1 (centres undefined),1846,1647
COc1ccc(/C=N/N2CCN(C3c4ccccc4-c4ccccc43)CC2)cc1OC,1564,1621
Cc1ccc(Nc2nc(-c3ccc(S(=O)(=O)N4CCOCC4)cc3)cs2)cc1Cl,1675,1474
CCOC(=O)CCCN1CC(O)=C(c2nc(-c3ccc(Cl)cc3)cs2)C1=N,1768,1601
CC(C)N1CCc2c(sc(NC(=O)c3cc(-c4cccs4)nc4ccccc34)c2C(N)=O)C1,1759,1557
CC(=O)c1cccc(NC(=O)CCCOc2ccc(C)cc2)c1,1869,1548
Cc1ccc(Nc2ccc3nonc3c2[N+](=O)[O-])cc1,1718,1518
O=C(/C=C/c1ccccc1)n1cnnc1SC/C=C/c1ccccc1,1659,1393
O=C(CCCCn1c(=O)c2ccccc2n(Cc2ccccc2)c1=O)NC1CCN(Cc2ccccc2)CC1,1637,1543
Cn1cnnc1SCC(=O)NC1CCCc2ccccc21 (centres undefined),1756,1652
CCOc1ccc(CCNC(=O)COc2cc(=O)n(C)c3ccccc23)cc1OCC,1630,1439
COC(=O)c1c(-c2ccccc2)csc1NC1=NS(=O)(=O)c2ccccc21,1738,1551
CCOC(=O)c1c(NC(=O)C(=O)N/N=C/c2ccccc2OC)sc2c1CCCCC2,1913,1364
C=CCN(CC=C)C(=S)NC(=O)c1ccc(OC)cc1,1503,1301
COc1ccc(CC(=O)NC(C)c2nnc(SCC(=O)c3ccc(OC)cc3)n2C)cc1 (centres undefined),1559,1400
Cc1ccc2c(CC(=O)NCC3COc4ccccc4O3)coc2c1 (centres undefined),2124,1478
O=C(/C=C/c1ccco1)c1ccc(NC(=O)C23CC4CC(CC(C4)C2)C3)cc1,1578,1617
O=C(CSc1nnc(-c2ccc(F)cc2)c2ccccc12)Nc1c(F)cccc1F,1814,1547
COc1ccc(NS(=O)(=O)c2c(F)cc(F)c(Cl)c2F)cc1S(=O)(=O)N1CCCCC1,1720,1390
O=C(NCc1cccnc1)c1cccs1,1748,1891
CN(C(=O)COC(=O)CCc1nc2ccccc2c(=O)[nH]1)C1CCS(=O)(=O)C1 (centres undefined),1767,1384
COc1ccc(CN2CNc3c(c(=O)n(C)c(=O)n3C)C2)cc1,1917,1640
Cc1ccc(C(=O)Nc2ccccc2C(=O)NCc2ccccc2)cc1,1926,1713
COc1ccc(CC(=O)NC(C)c2nnc(SCC(=O)Nc3ccccc3)n2C)cc1 (centres undefined),1707,1399
CCn1c(=N)c(S(=O)(=O)c2ccc(C)cc2)cc2c(=O)n3ccccc3nc21,1609,1600
Cc1ccccc1/C=C/C(=O)NCC(=O)N1CCC(N(C)C2CCCCC2C)CC1 (centres undefined),1595,1492
C#CC(C)(CC)NC(=O)c1cc2nc(C3CC3)cc(C(F)(F)F)n2n1 (centres undefined),1549,1430
COc1ccc(-c2[nH]ncc2CN(CC2CCC(=O)N2)C(C)C)cc1F (centres undefined),1896,1509
COc1cc2oc(=O)cc(C)c2c(OC)c1OC,1724,1792

# (continued)
SMILES,SRC1 TRFRET art,SRC3 TRFRET art
COC(=O)c1ccc(CSc2nnc3nc(C)cc(C)n23)cc1,1965,1433
COc1ccc(Nc2ccc(N3C(=O)CC(C)C3=O)cc2[N+](=O)[O-])cc1OC (centres undefined),1619,1685
c1ccc(CN2CCC(Nc3ncnc4sccc34)CC2)cc1,1926,1541
O=C(NC(=S)Nc1ccc2[nH]c(=O)[nH]c2c1)c1cncc(Br)c1,1571,1335
c1ccc(CCN(Cc2ccccc2)Cc2nc(C3CC3)no2)cc1,1764,1448
O=C1N(Cc2cccnc2)C[C@@H]2C[C@@H](c3cccc(OCc4ccccc4)c3)N3CCC[C@@]123,1728,1481
CCCCc1c(O)nc(SCC(=O)NCC2CCCO2)[nH]c1=O (centres undefined),1948,1588
Nc1nnc(CC(=O)N/N=C/c2cc([N+](=O)[O-])cc(Br)c2O)s1,1663,1471
Cc1c(Cl)cccc1NC(=S)NCc1cccs1,1753,1419
CC(=O)Nc1nc(-c2ccc3c(c2)CCO3)cs1,1818,1516
O=C(O)c1ccc(NC(=S)NC(=O)c2ccc(-c3ccccc3)cc2)cc1,1923,1370
O=C(/C=C/c1ccc(F)cc1)NCCc1ccc2c(c1)OCCO2,2027,1804
O=C(CNc1ccccc1F)N/N=C/C1CC=CCC1 (centres undefined),1806,1627
CNC(=S)N1CCN(c2ccc(Cl)c(Cl)c2)CC1,1958,1485
O=C(NNS(=O)(=O)c1ccccc1[N+](=O)[O-])c1ccc(F)cc1,1678,1459
CCOc1cc(NC(=S)NCc2ccco2)c(OCC)cc1NC(=O)CC(C)C,1830,1648
CC(C)C(C(=O)Nc1nccs1)c1ccc(Cl)cc1 (centres undefined),1959,1456
N#Cc1c(C(F)(F)F)cc(-c2ccc(F)cc2)[nH]c1=O,1842,1766
O=C(CCNS(=O)(=O)c1ccc(Cl)cc1)NCc1cccs1,1667,1874
CC(C)CCNC(=O)NC(=O)CSc1ncccn1,2088,1463
O=C(Cc1csc(N2CCOCC2)n1)N/N=C/c1ccc(O)c(O)c1O,1770,1572
Cc1cc(C)nc(NS(=O)(=O)c2ccc(NC(=O)C3(c4ccc([N+](=O)[O-])cc4)CCCC3)cc2)n1,1736,1626
O=C(/C=C/c1cccc([N+](=O)[O-])c1)NCCSCc1ccc(Cl)cc1,1729,1531
O=C(NC(NC(=S)Nc1ccccc1O)C(Cl)(Cl)Cl)c1ccco1 (centres undefined),1749,1681
C=CCn1cnc2c(c1=O)c1nc3ccccc3nc1n2-c1ccc(C)cc1,1772,1473
COC(=O)C1CCN(c2cnccn2)CC1,1648,1392
CCOC(=O)c1sc2nc(CC(=O)OC)nc(N(C)CCc3ccccn3)c2c1C,1691,1681
Cc1ccc(C2C(C(=O)c3cccs3)=C(O)C(=O)N2c2nnc(C)s2)cc1 (centres undefined),2419*,2078*
N/C(=N\S(=O)(=O)c1ccccc1)c1ccc([N+](=O)[O-])cc1,1745,1480
O=C(Nc1ccccc1NS(=O)(=O)c1ccc(F)cc1)C1CCCC1,1777,1650
CC(CNc1ccc([N+](=O)[O-])c2cccnc12)Nc1c([N+](=O)[O-])cc(C(F)(F)F)cc1[N+](=O)[O-] (centres undefined),1747,1772
CCC1CCCCN1C(=O)c1noc(C(C)C)c1[N+](=O)[O-] (centres undefined),1691,1369
C=CCN(C(=O)c1cccc(C(F)(F)F)c1)C1(C(=O)Nc2ccccc2)CCN(C(C)C)CC1,1918,1472
CC(C)NC(=S)N1CCN(S(C)(=O)=O)CC1,1579,1456
COCCCNC(=S)NC(=O)c1ccccc1,1834,1375
CCOC(=O)CSc1ncccn1,1621,1581

# Quoted at random: 2 records from the list
SMILES,SRC1 TRFRET art,SRC3 TRFRET art
Cc1ccc(C2C(C(=O)c3cccs3)=C(O)C(=O)N2c2nnc(C)s2)cc1 (centres undefined),2419*,2078*
CCOC(=O)c1sc2nc(CC(=O)OC)nc(N(C)CCc3ccccn3)c2c1C,1691,1681

# The list goes on.
SMILES,SRC1 TRFRET art,SRC3 TRFRET art
CC(=O)N1CCC(N(CCN2CCOCC2)C(=S)Nc2ccc(C)cc2C)CC1,1916,1789
CC1CCN(CCC(=O)NN)CC1,1748,1597
CCOC(=O)C1CCN(C(=O)c2c(C)oc3c2C(=O)c2ccccc2C3=O)CC1,1455,1587
COc1cccc(NC(=O)C2CC(=O)OC23CCOC(C)(C)C3)c1 (centres undefined),1834,1560
Cc1ccc(NC(=O)CN2C(=O)S/C(=C/c3ccc(O)c([N+](=O)[O-])c3)C2=O)cc1C,1340,1494
S=c1[nH]nc(-c2ccncc2)n1/N=C/C(Cl)=C\c1ccccc1,1899,1496
COc1ccc(OC)c2[nH]c(=O)c(CCNC(=O)c3cc4ccccc4o3)cc12,1840,1568
O=[N+]([O-])c1cc(S(=O)(=O)N2CCCC2)ccc1NCCCN1CCOCC1,1785,1577
Cc1ccc2nc(CSc3nnc4ccccn34)cc(=O)n2c1,1604,1471
COc1cc(/C=C(/C#N)c2ccc(F)cc2)ccc1Oc1ccc([N+](=O)[O-])cn1,1964,1496
O=S(=O)(Nc1ccc(Cc2ccncc2)cc1)c1ccc(Cl)s1,2041,1544
Cc1nc(NC(=O)C2CCCC2)sc1Cc1ccc2c(c1)OCO2,1836,1542
CCOc1ccc2c(c1)c(N=Nc1cccc(C(=O)O)c1)c(O)n2C,1874,1528
COC(=O)c1cn(C(=O)c2ccc(C)cc2)c2ccccc12,1745,1628
COc1ccc(NC(=O)Cn2c3ccccc3c3nc4n(c(=O)c32)CCS4)cc1,1684,1682
O=C(CN1CCN(Cc2ccccc2)CC1)N/N=C/C=C/c1ccco1,1894,1355
CC(C)(Oc1ccc(-c2ccco2)cc1)C(=O)O,1877,1577
COCCNC(=O)CN1c2ccccc2CC1C (centres undefined),1865,1579
CCNCc1ccc(OCc2cccs2)c(OCC)c1,1690,1347
CCN1CCN(C(=S)Nc2ccsc2C(=O)OC)CC1,2102,1642
O=C(NC(=S)NNS(=O)(=O)c1ccc(Cl)cc1)c1cccnc1,1924,1346
COc1ccccc1NS(=O)(=O)c1cccc(NC(=O)Nc2ccc(Cl)cc2)c1,1925,1593
CC(C)(C)C(C(=O)O)N1CCS(=O)(=O)CC1 (centres undefined),1656,1673
Cc1ccccc1-n1nnnc1SC1CCOC1=O (centres undefined),1880,1408
COc1ccc(C2=NN(C(=O)CSc3nc4ncc(Cl)cc4[nH]3)C(c3ccco3)C2)cc1 (centres undefined),1812,1868
COc1cccc(NC(=O)N2CCCc3ccccc32)c1,1598,1669

# By substructure: those above containing a thiophene ring, fused or not (15)
SMILES,SRC1 TRFRET art,SRC3 TRFRET art
O=C(Nc1ccc(NC(=O)c2cc([N+](=O)[O-])ccc2N2CCOCC2)cc1)c1cccs1,1779,1494
Cc1cc(C)n2c(SCc3nnc(-c4cccs4)o3)nnc2n1,1676,1379
Nc1ccnn1Cc1cccs1,1668,1660
CC(C)N1CCc2c(sc(NC(=O)c3cc(-c4cccs4)nc4ccccc34)c2C(N)=O)C1,1759,1557
COC(=O)c1c(-c2ccccc2)csc1NC1=NS(=O)(=O)c2ccccc21,1738,1551
CCOC(=O)c1c(NC(=O)C(=O)N/N=C/c2ccccc2OC)sc2c1CCCCC2,1913,1364
O=C(NCc1cccnc1)c1cccs1,1748,1891
c1ccc(CN2CCC(Nc3ncnc4sccc34)CC2)cc1,1926,1541
Cc1c(Cl)cccc1NC(=S)NCc1cccs1,1753,1419
O=C(CCNS(=O)(=O)c1ccc(Cl)cc1)NCc1cccs1,1667,1874
CCOC(=O)c1sc2nc(CC(=O)OC)nc(N(C)CCc3ccccn3)c2c1C,1691,1681
Cc1ccc(C2C(C(=O)c3cccs3)=C(O)C(=O)N2c2nnc(C)s2)cc1 (centres undefined),2419*,2078*
O=S(=O)(Nc1ccc(Cc2ccncc2)cc1)c1ccc(Cl)s1,2041,1544
CCNCc1ccc(OCc2cccs2)c(OCC)c1,1690,1347
CCN1CCN(C(=S)Nc2ccsc2C(=O)OC)CC1,2102,1642

# From PubChem

# Only part of the results is shown, so the mix of outcomes need not match the whole.
